From PubChem BioAssay
KCNH2 WT inh = blocks the wildtype human KCNH2 potassium channel. Q12809. U2OS, BacMam KCNH2, thallium flux FluxOr; stronger effect = lower value. activity change, % at 1.84 µM. 0.37% of 340,000 active;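 active = maximum activity change below -70%; inconclusive = maximum activity change between -70% and -50%; inactive = maximum activity change above -50%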; also: % is scaled to controls: 0 for no effect and ±100 for the full control effect
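U2OS cells transduced with wild-type KCNH2 virus are loaded with FluxOr dye for 45 min, and thallium flux is measured in kinetic reads before and after stimulation buffer. Rate constants are normalized to DMSO controls.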
USP2a block = inhibitors of human ubiquitin-specific protease USP2a; O75604; Potency, µM (series often up to 38.3 µM), for the others: at the top dose activity change, negative = inhibition, usual class: inhibitors; USP2 core, Ub-CHOP2 coupled fluorogenic reporter, 485/531; 0.01% of 330,000 active;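 also: potency is read from the fitted curve at half-maximal effect; plate controls were DMSO wells for no effect and full inhibition by NEM control for full effect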
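USP2 core (10nM final) preincubated 30min RT with compound in 20mM Tris-HCl pH 8.0, 2mM CaCl2, 2mM beta-mercaptoethanol, 0.05% CHAPS; 25nM Ub-CHOP2 plus 25nM reporter substrate added, fluorescence (Ex485/Em531) read after 60min.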
TRPV1 agonist = agonists of human vanilloid receptor 1 (TRPV1). AID 540275. activation, % at 8.33 µM. TRPV1-expressing cells, Fluo-8 calcium influx, agonist mode. 0.19% of 320,000 active; in the data active = activation above about 80%; inconclusive = between about 30% and that limit; also: 0% is about no effect
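Fluo-8 calcium influx in TRPV1-expressing cells, kinetic read (ex 480/em 520 nm). Compound added and read 3 min for agonist activity, followed by capsaicin at EC20 final and 2 min further read for enhancement.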
TCR activator = activates T cell receptor signaling. Potency, µM (series often up to 9.22 µM), without a hit: at the top dose activation of IL-2 secretion, usual class: activators. 330,000 tested, under 10 active. primary human leukocytes, anti-CD3, IL-2 HTRF, 48 h. AID 504894; also: % of control where 0% means no effect
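Readout: HTRF IL-2, Eu-cryptate/d2 antibody pair, 320nm excitation, 665nm emission. Stimulus: a-CD3 beads, no co-stimulation. Cells: primary human leukocytes. Exposure: 48 hr with compound.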
KCNH2 3.1 inh = blocks the human KCNH2 3.1 channel isoform | U2OS KCNH2 3.1, thallium flux FluxOr; stronger effect = lower value | activity change, % (tested at about 1.8 µM) | 0.95% of 340,000 active | AID 720553;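 active = maximum activity change below -70%; inconclusive = maximum activity change from -70% to -50%; inactive = maximum activity change above -50%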;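 also: thallium influx rate constant from kinetic fluorescence after stimulation buffer; % is scaled to controls: 0 for no effect and ±100 for the full control effect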
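Kinetic fluorescence (2 min after stimulation buffer) measures Tl+ influx through KCNH2 3.1 expressed by viral transduction in U2OS cells; the rate constant is normalized against DMSO controls serving as positive and negative references.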
Mito fusion yeast = inhibitors of mitochondrial division or activators of mitochondrial fusion; S. cerevisiae fusion-defective mutant growth rescue, CellTiterGlo 48 h; Potency, µM (series often up to 46.1 µM), without a hit: at the top dose growth rescue (activation), usual class: activators; 0.23% of 320,000 active;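 also: potency is read from the fitted curve at half-maximal effect; % of control where 0% means no effect; nearly all actives have a fitted effect of over 45% in size; temperature-sensitive fusion mutants such as fzo1-1 at 37 °C on non-fermentable ethanol glycerol medium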
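Growth-rescue viability read-out: after 48 h at the non-permissive 37C in glycerol/ethanol YPEG, yeast mitochondrial fusion mutants are measured by CellTiterGlo luminescence; compounds (23 nl pinned per well) restoring growth score as division inhibitors or fusion activators.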
TSHR antagonist = human thyrotropin receptor antagonism; P16473; TSHR-expressing cells, TSH-stimulated cAMP HTRF, 2 h; stronger effect = lower value; activity change, negative = inhibition, % at 11.5 µM; 0.2% of 330,000 active;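 active = activity change below a set negative limit, meaning inhibition stronger than a set level, cut at about -70% in these data; inconclusive = activity change between two set negative limits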; also: % is scaled to controls: 0 for no effect and ±100 for the full control effect
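Read-out is FRET at 665 nm (cryptate excitation 337 nm) from a cryptate-tagged anti-cAMP antibody, competed by cell cAMP against cAMP-d2. Compounds are tested on freshly harvested TSHR cells challenged with 4nM TSH (EC80) for 2 hours at 37 deg C.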
ELG1 DNA repair = blocks ELG1-dependent DNA repair in HEK293T cells; HEK293T ELG1-luciferase reporter, luminescence, 16 h; DNA damage induced by 5-fluorouridine; 2.3% of 330,000 active; Potency, µM (highest dose often 46.1 µM), without a hit: at the highest dose activity change, negative = inhibition, most hits filed as inhibitors; also: potency is read from the fitted curve at half-maximal effect; % is scaled to controls: 0 for no effect and ±100 for the full control effect; nearly all actives have a fitted effect of over 55% in size
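Step one: seed 2,000 cells per well. Step two: pin-transfer compound or DMSO alongside 5-fluorouridine. Step three: incubate 16 hr, 37 °C, 5% CO2. Step four: add ONE-Glo, wait 30 min, read luminescence.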
AT treatment = candidate therapy for ataxia-telangiectasia | […] A-T fibroblasts, KAP-1 phosphorylation AlphaLISA; neocarzinostatin DNA damage 30 min before lysis | Potency, µM (top dose mostly 57.5 µM), for the others: at the top dose activation, usual class: activators | 0.19% of 320,000 active | AID 485349; also: potency is read from the fitted curve at half-maximal effect; % of control where 0% means no effect; nearly all actives have a fitted effect of over 45% in size
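ATM-like activity read as KAP-1 phosphorylation via AlphaLISA donor/acceptor antibody pairs after lysis and 6 hr at 25C. Cells were ATM-null patient fibroblasts ([…], hTERT), dosed 60 min, then exposed to the DSB inducer NCS for 30 min.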
Eya2 phos inh = Eya2 (human) phosphatase inhibition | Potency, µM (top dose mostly 76.9 µM), for the others: at the top dose activity, negative = inhibition, most hits filed as inhibitors | AID 488837 | O00167 | recombinant Eya2, OMFP fluorescence dephosphorylation (OMFP is methylfluorescein phosphate) | 0.006% of 330,000 active; also: potency is read from the fitted curve at half-maximal effect; % is scaled to controls: 0 for no effect and ±100 for the full control effect
Target sequence (O00167 whole entry, looked up): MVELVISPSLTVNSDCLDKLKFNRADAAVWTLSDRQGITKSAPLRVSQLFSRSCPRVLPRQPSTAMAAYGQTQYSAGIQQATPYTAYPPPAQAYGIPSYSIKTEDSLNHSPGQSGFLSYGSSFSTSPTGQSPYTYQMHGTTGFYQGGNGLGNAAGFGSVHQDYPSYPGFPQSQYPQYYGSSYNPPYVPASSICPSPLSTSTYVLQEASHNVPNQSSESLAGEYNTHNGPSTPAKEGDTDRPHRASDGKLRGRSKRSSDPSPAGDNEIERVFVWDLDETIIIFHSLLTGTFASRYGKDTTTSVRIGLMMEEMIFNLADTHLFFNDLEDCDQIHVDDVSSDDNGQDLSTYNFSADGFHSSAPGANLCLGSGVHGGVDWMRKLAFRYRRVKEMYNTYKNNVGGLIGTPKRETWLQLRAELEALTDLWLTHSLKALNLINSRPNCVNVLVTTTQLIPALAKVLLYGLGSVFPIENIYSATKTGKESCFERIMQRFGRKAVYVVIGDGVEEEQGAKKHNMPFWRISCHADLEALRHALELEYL
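Eya2 protein (added as 0.2 uM solution) was preincubated with compound for 10 min at ambient temperature in 50 mM HEPES pH 7.5, 50 mM NaCl, 5 uM MgCl2, 0.05% BSA, 1 mM DTT. OMFP (added at 50 uM) then reacted 10 min; fluorescence read at 485/525 nm.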
Numbers without * were called inactive; ? = inconclusive; . = not tested or not shown; [ ] = remark or other dose. Unless noted, calls follow the shape of the dose curve; as a rule, active = well fitted curve in the direction sought with a large enough effect; inconclusive = small, poorly fitted or top-dose-only effect, or another doubt; inactive = no such curve, though single readings can be large; an effect the other way counts as inactive or inconclusive. Only part of the results is shown; the hit share may differ from the screen's.

SMILES	KCNH2 WT inh	USP2a block	TRPV1 agonist	TCR activator	KCNH2 3.1 inh	Mito fusion yeast	TSHR antagonist	ELG1 DNA repair	AT treatment	Eya2 phos inh
NS(=O)(=O)c1ccc(NC(=O)COC(=O)C2(c3ccccc3F)CCCC2)cc1	9	4%	?	5%[46.1 µM]	?	-3%	-4	-21%	7%	-1%
CN(C)c1ccc(C(=O)/C=C/c2cccnc2)cc1	-14	-4%	-2	-2%	13	11%	5	?	5%	-21%
O=C(NCc1ccccn1)c1ccc(Cn2c(=S)[nH]c3ccccc3c2=O)cc1	18	1%	1	-3%	1	-3%	7	?	1%	5%
c1ccc2c(c1)OCC(c1nnc3sc(-c4ccc5c(c4)OCO5)nn13)O2 (centres undefined)	2	4%	7	7%	-8	30%	-6	?	-5%	-10%
Cc1ccc(S(=O)(=O)N2CCC(C(=O)Nc3ccccc3N3CCCCC3)CC2)cc1	-16	5%	?	-1%	-17	0%	-2	?	17%	19%
CCS(=O)(=O)N1CCC(C(=O)Nc2cc(Cl)ccc2O)CC1	-10	5%	1	0%[46.1 µM]	16	2%	-12	-7%	1%	-14%
O=C(c1ccc(S(=O)(=O)N2CCCCC2)cc1)N(c1ccccn1)C1CCCCC1	4	1%	11	-3%	20	-15%	3	2%	10%	-3%
COc1ccc(OC)c(CCNC(=O)CS(=O)(=O)Cc2nc(-c3ccccc3Cl)oc2C)c1	-13	-2%	0	8%	13	16%	9	21µM*	0%	?
Clc1cccc2c1Sc1ccccc1CC2N1CCNCC1 (centres undefined)	2	3%	7	10%[46.1 µM]	-27	-25%	4	?	22%	-7%
CC(SC1=NCCN1S(C)(=O)=O)c1ccccc1 (centres undefined)	-14	1%	1	-8%	16	2%	3	9%	2%	1%
O=c1[nH]nc(-c2ccc(F)cc2)cc1Cc1ccc(F)cc1	3	5%	26	2%	9	?	-2	-9%	-5%	14%
N=c1c(C(=O)NC2CCCC2)cc2c(=O)n3ccccc3nc2n1CC1CCCO1 (centres undefined)	-22	-1%	3	-2%	-38	10%	8	8%	2%	2%
O=C(COC(=O)c1cc[n+]([O-])cc1)Nc1cc([N+](=O)[O-])ccc1Cl	-30	1%	-2	-1%	3	-2%	3	-7%	10%	-26%
CC(NC(=O)CN(C)Cc1nc2ccccc2c(=O)[nH]1)c1ccccc1 (centres undefined)	2	-2%	22	6%	6	-1%	42	24%	5%	8%
COc1ccc(NC(=O)CCCCC(=O)Nc2ccc(OC)cc2)cc1	18	-1%	1	.	8	2%	20	-12%	-3%	-10%
CCN(Cc1cc2ccccc2[nH]c1=O)C(=O)C1CCCCC1	18	-2%	11	-6%	-23	2%	2	-1%	-2%	11%
CS(=O)(=O)N1CCN(C(=O)c2csc3ccccc23)CC1	-2	3%	2	-5%	17	-1%	4	5%	-2%	9%
CCCN(CCC)S(=O)(=O)c1ccc(C(=O)N2CCC(=O)c3ccccc32)cc1	7	-1%	1	1%	-2	6%	-6	?	3%	-14%
CC(C)Cn1c(SCC(=O)N2CCN(S(=O)(=O)c3ccccc3)CC2)nc2ccccc21	16	-14%	-2	.	-24	2%	5	?	3%	1%
CC1=Nc2ccccc2N=C(NC(=O)CSC(=S)N2CCCCC2)C1c1ccccc1 (centres undefined)	-3	-6%	24	-4%	-21	6%	3	21µM*	3%	-5%
CC1CCCC(C)N1C(=O)COC(=O)c1cc(-c2cccs2)nn1-c1ccccc1 (centres undefined)	-6	0%	2	6%	-14	11%	-20	-1%	1%	4%
Nc1c(C(=O)N/N=C/c2cccnc2)oc2nc(-c3ccccc3)cc(-c3ccco3)c12	-6	1%	0	-54%	8	2%	-5	7.3µM*	-12%	-14%
COc1cc(/C=C(/NC(=O)c2ccccc2)C(=O)Nc2ccc(O)cc2)c([N+](=O)[O-])cc1OC	-13	1%	2	-9%[46.1 µM]	-3	0%	2	0%	-3%	-2%
CN(C)S(=O)(=O)c1cccc(NC(=S)N/N=C/c2cccc(O)c2)c1	4	1%	-3	7%	15	-1%	-11	?	2%	?
CCOC(=O)c1ccc(NC(=O)NNC(=O)CCc2ccc(OC)cc2)cc1	-1	0%	-3	-6%	9	0%	7	7%	0%	-10%

Results in TSHR antagonist (2 entries from above):
| SMILES | TSHR antagonist |
| --- | --- |
| O=C(COC(=O)c1cc[n+]([O-])cc1)Nc1cc([N+](=O)[O-])ccc1Cl | 3 |
| CC(NC(=O)CN(C)Cc1nc2ccccc2c(=O)[nH]1)c1ccccc1 (centres undefined) | 42 |

Next section.
SMILES	KCNH2 WT inh	USP2a block	TRPV1 agonist	TCR activator	KCNH2 3.1 inh	Mito fusion yeast	TSHR antagonist	ELG1 DNA repair	AT treatment	Eya2 phos inh
O=C(CCC1CCCCC1)Nc1ccc(C(=O)c2ccncc2)cc1	-4	0%	18	11%	-22	0%	-13	7%	1%	-13%
C/C(=N\NC(=O)c1cc([N+](=O)[O-])cc([N+](=O)[O-])c1)c1ccco1	0	0%	2	-3%	-7	1%	24	?	7%	9%
COc1ccc([N+](=O)[O-])cc1NC(=O)CS(=O)(=O)c1ccc(C)cc1	-4	-1%	4	6%	16	-1%	-9	-35%	3%	-4%
CCOc1ccc(S(=O)(=O)N2CCC(C(=O)NCC3CCCO3)CC2)cc1C (centres undefined)	-1	0%	0	3%	30	-1%	0	-4%	2%	2%
Nc1ccc2c(C(F)(F)F)cc(=O)oc2c1	0	1%	-1	1%	6	4%	2	7%	?	-14%
CCOc1ccc(C(=O)CCC(=O)N2CCN(c3ncccn3)CC2)cc1	2	3%	1	2%	4	13%	-5	-4%	-9%	2%
CCOc1ccc(CCNC(=O)CCS(=O)(=O)c2ccc(Br)cc2)cc1OCC	-30	6%	11	6%	3	0%	0	-26%	2%	10%
Cc1ccc(Nc2nc(N)[nH]c(=O)c2N=O)cc1	-5	5%	-5	3%	-2	6%	-6	-16%	33%	5%
CC1CC(O)(CC(O)(c2ccccc2)c2ccccc2)C(C)CN1C (centres undefined)	5	-5%	-1	-3%	1	-10%	2	19%	-7%	5%
Cc1cc(C)c(C#N)c(SCC(=O)Nc2ccc(S(=O)(=O)Nc3ncccn3)cc2)n1	6	1%	-2	-5%	.	-2%	16	-9%	21%	-4%
O=S(=O)(c1ccccc1)c1nc(-c2ccccc2F)oc1NCc1cccnc1	-6	3%	-2	-4%	0	1%	-16	?	2%	3%
Cc1ccc(C(=O)N2c3ccc(F)cc3CCC2C)o1 (centres undefined)	1	3%	2	0%	3	-3%	-6	?	-1%	-6%
CCOc1cc([C@H]2[C@@H]3CCCC[C@]3(O)CCN2CC(=O)NCc2ccco2)ccc1O	5	3%	2	-5%	-3	1%	-8	-4%	-2%	18%
O=C(NCC1CCCN(C(=O)CN2CCCCC2)C1)c1ccccc1Cl (centres undefined)	15	-2%	-2	2%	-16	2%	-9	?	-2%	-22%
CCOC(=O)Cn1c(=O)oc2cc(S(=O)(=O)N3CCCC(C(=O)OCC)C3)ccc21 (centres undefined)	-18	-1%	5	-2%	11	0%	15	-13%	0%	-5%
O=C(Cn1nc(Cl)nc1Cl)c1ccc([N+](=O)[O-])cc1	8	3%	-5	-2%	-20	-17%	5	2%	-7%	-4%
O=C(O)CSCNC(=O)CC12CC3CC(CC(C3)C1)C2	-4	-1%	-2	.	-9	3%	5	3%	2%	10%
Cc1nc(-c2ccc(C(=O)Nc3cccc(Br)c3)cc2)cs1	.	-1%	?	-2%	37	-5%	-32	?	-1%	-23%
O=C(COc1ccc(Cl)cc1)NCc1nnc(SCC(=O)NC2CCCCC2)o1	-2	3%	-2	-5%	-3	0%	-49	23%	4%	7%
COc1cc(/C=C/C(=O)O)cc(S(=O)(=O)Nc2ccc(F)cc2)c1OC	1	-1%	0	0%[46.1 µM]	-1	0%	1	0%	1%	7%
O=C(OCCOCCN=C1NS(=O)(=O)c2ccccc21)c1ccccc1Br	-3	-1%	25	3%	-6	-2%	2	?	-1%	14%
COc1ccc(/C(C)=N/Nc2ccc(C(=O)O)cc2)c(OC)c1	-10	3%	0	10%[46.1 µM]	13	0%	-5	?	-2%	1%
CC1CN(CC(O)COc2ccc(C(=O)c3ccccc3)cc2)CC(C)O1 (centres undefined)	1	2%	-2	-6%	-7	-2%	0	-22%	1%	-2%[15.4 µM]
O=C(CN(c1ccc2c(c1)OCCO2)S(=O)(=O)c1ccccc1)NCC1CCCO1 (centres undefined)	-3	2%	0	2%	10	-4%	11	1%	-1%	-14%
CCOc1ccc(CCNC(=O)c2cccs2)cc1OCC	1	2%	21	-5%	-86*	-1%	-1	-22%	4%	-9%
O=C(/C=C/c1ccccc1)N/C(=C/c1ccccc1)C(=O)NCCO	-22	0%	3	15%	-8	-2%	-11	-2%	5%	-6%
